# VHR inh abs – inhibitors of human VHR1 phosphatase (DUSP3) | recombinant VHR phosphatase, pNPP absorbance | inhibition, % at 13.3 µM | 0.52% of 290,000 active | AID 1654; in the data active = inhibition above about 50%; note: some compounds called inactive have numbers as strong as hits
# Target sequence (P51452 whole entry, looked up): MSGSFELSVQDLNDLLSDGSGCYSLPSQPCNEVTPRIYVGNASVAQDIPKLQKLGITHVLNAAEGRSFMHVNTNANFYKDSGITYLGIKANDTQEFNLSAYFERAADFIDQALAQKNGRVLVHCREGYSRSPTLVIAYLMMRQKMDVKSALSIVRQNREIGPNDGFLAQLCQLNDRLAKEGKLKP
# CCHFV vOTU inh – CCHFV vOTU protease inhibition | 0.55% of 370,000 active | inhibition, % at 11.5 µM | Pep-AMC fluorescence; in the data active = inhibition above about 30%; note: 0% = vehicle wells with enzyme and 100% = no enzyme wells
# MazEF act – activators of E. coli MazEF toxin-antitoxin RNase. P0AE70. FAM/BHQ RNA-DNA oligo cleavage fluorescence, 5 h. activation, % at 20 µM. 0.32% of 350,000 active. AID 504720; in the data active = activation above about 50%
# Target sequence (P0AE70 whole entry, looked up): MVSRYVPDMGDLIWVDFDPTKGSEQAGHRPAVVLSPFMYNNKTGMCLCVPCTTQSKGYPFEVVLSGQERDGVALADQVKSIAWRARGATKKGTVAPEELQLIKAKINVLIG
# PrPC TRFRET – inhibitors of human cell surface prion protein PrPC. P04156. TR-FRET read-out. inhibition, % at 13.8 µM. 0.43% of 370,000 active. AID 720596; in the data active = inhibition above about 24%; note: 0% = median of the test wells and 100% = reference compound wells
# Yp Topo-I inh – blocks Yersinia pestis topoisomerase I activity | Y. pestis Topo-I cleavage product accumulation, plate reader | activity, % at 10 µM | 0.064% of 360,000 active | AID 504884; in the data active = activity above about 50%, passing the limit was not always enough; note: inactives centre near 2
# TcdB GH inh – TcdB glycohydrolase inhibition; TcdB glycohydrolase enzymatic assay, plate reader; inhibition, % at 9.99 µM; 0.24% of 350,000 active; in the data active = inhibition above about 10%
# BH1578 lux ind – inducers of Vibrio cholerae quorum light production without autoinducers; V. cholerae BH1578 lux reporter, luminescence, 6 h; activation, % at 18.7 µM; 0.16% of 350,000 active; in the data active = activation mostly above about 9.7%, no sharp cut-off; note: not every result past the cut was called active; inactives centre near 0; reference of the scale not given here
# 3CLpro inhibitor – SARS-CoV 3CLpro protease inhibition; P0C6X7; recombinant SARS-CoV 3CLpro, quenched FRET peptide cleavage; inhibition, % at 6 µM; 0.14% of 290,000 active; in the data active = inhibition above about 12%
# SSB-PriA inh – inhibitors of Klebsiella pneumoniae PriA binding to SSB C-terminal tail; 0.6% of 430,000 active; AID 1272365; inhibition, % at 33 µM; AlphaScreen SSBct-PriA binding, biotinylated peptide; in the data active = inhibition mostly above about 37%, no sharp cut-off; inactive = mostly below about 20%;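 note: plate controls were negative control peptide for no effect and reference peptide for full effect; strong numbers were not always called active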
# Rv3671c protease – inhibitors of M. tuberculosis serine protease Rv3671c; 0.048% of 320,000 active; inhibition, % at 5.96 µM; P9WHR9; in the data active = inhibition above about 38%;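 note: extracellular domain of Rv3671c used as enzyme; 0% = enzyme with DMSO and 100% = no enzyme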
# Target sequence (P9WHR9 whole entry, looked up, the tested form may be a part): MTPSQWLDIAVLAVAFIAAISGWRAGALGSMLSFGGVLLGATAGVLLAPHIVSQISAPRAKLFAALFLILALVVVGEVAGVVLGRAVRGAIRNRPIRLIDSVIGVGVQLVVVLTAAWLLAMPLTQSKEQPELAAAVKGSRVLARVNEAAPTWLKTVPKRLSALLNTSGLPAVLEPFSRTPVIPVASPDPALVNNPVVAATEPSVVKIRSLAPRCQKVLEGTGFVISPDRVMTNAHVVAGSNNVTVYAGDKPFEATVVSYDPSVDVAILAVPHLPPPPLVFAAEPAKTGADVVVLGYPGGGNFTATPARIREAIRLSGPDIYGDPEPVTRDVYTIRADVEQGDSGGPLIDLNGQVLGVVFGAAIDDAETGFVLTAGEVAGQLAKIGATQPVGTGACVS
# * = called active by the depositor; i = inactive; . = not tested or not shown; & = joins results of further samples.
# Sequence of screens: VHR inh abs, CCHFV vOTU inh, MazEF act, PrPC TRFRET, Yp Topo-I inh, TcdB GH inh, BH1578 lux ind, 3CLpro inhibitor, SSB-PriA inh, Rv3671c protease
CC(C)C[C@@H](CN(C)N=O)N(C[C@H](Cc1ccccc1)N(CCc1ccccc1)N=O)N=O
    18, 14, 2, -1, 16, 2.2, -11, 6, -2, -11
O=C(O)Cn1cc(F)c(=O)[nH]c1=O
    ., ., -10, ., 7, ., -0.1, ., 2, 0
CCn1c(CCNC(=O)c2ccc(OC)c(OC)c2)nc2ccccc21
    16, 0, -2, -5, 4, ., i, -7, -7, -4
Cc1ccc(OC(=O)c2cccc(S(=O)(=O)N(C)C)c2)c(-n2nc3ccccc3n2)c1
    -6, 10, 6, -3, 24, ., 0.4, 1, -49, -8
CC(=O)Nc1ccc(NC(=O)CSc2ncc(C(=O)Nc3ccccc3)c(=O)n2C)cc1
    ., 14, -7, 6, 3, 0.9, 0.5, ., -8, -11
CC1CCN(S(=O)(=O)c2cccc(C(=O)Nc3nccs3)c2)CC1
    -8, -11, -6, 4, 7, 1.5, -4.2, -2, 9, -5
COCc1nc2ccccc2n1CCc1ccccc1
    5, 4, 1, 3, 0, 0.2, -0.4, -3, -7, -4
CCOC(=O)c1c(C)[nH]c(C(=O)Cn2c(=O)c3c(ncn3CC)n(Cc3ccccc3)c2=O)c1C
    13, 3, 5, 5, 10, ., i, 7, 0, -3
Nn1c(SCC(=O)Nc2nc3ccccc3s2)nncc1=O
    0, -15, 10, 2, 1, 0.9, -0.2, 1, 4, -10
NCC1CC2c3ccccc3C1c1ccccc12 (stereo unspecified)
    ., 0, 12, -8, -11, 0.6, 1.6, -1, 3, 1
CC(C)C(=O)NNC(=O)c1cc2sccc2s1
    19, 2, -4, 8, 4, 2.1, -0.4, 5, -7, 0
COc1ccccc1C/C(N)=N/OC(=O)c1ccco1
    10, -9, 0, 2, 1, ., i, -1, ., 0
COc1ccc(OCC(=O)N2c3ccc(C)cc3C3CN(C)CCC32)cc1 (stereo unspecified)
    32, 10, 1, 10, 0, -2.8, i, -3, -10, 4
COCCN1C(=O)/C(=C/c2ccc(OCc3ccc(C(=O)O)cc3)c(OC)c2)SC1=Nc1ccccc1
    -23, 4, 0, -1, 11, ., -0.7, -1, -6, -6
C=CCC(Nc1ccco1)c1ccccc1 (stereo unspecified)
    18, -5, -8, -6, -10, ., i, -5, 3, 2
COc1ccccc1/C=C(\C)C(=O)c1c(C)cc(C)[nH]c1=O
    ., -4, 1, 5, -2, -1.7, -1.2, -4, -8, -7
CCOC(=O)N1CCC(N(C(=O)Nc2ccc(Cl)c(Cl)c2)C(C)CC)CC1 (stereo unspecified)
    -10, -17, -9, 8, 23, ., -1.7, 0, -5, -3
Cc1ccc2nc(SCC(=O)NC3CCCC3)[nH]c2c1
    19, 3, -3, 5, 2, 0.7, -0.2, -5, -11, 18
CC1CCN(C2=NN3C(=N)/C(=C\c4ccc(OC(=O)c5ccco5)cc4)C(=O)N=C3S2)CC1
    33, 1, 0, -7, 5, 8.4, 0.0, 9, -6, 10
O=c1c2sccc2[nH]c(=S)n1Cc1ccccc1
    -7, -12, 2, 6, 9, ., -0.3, 1, -2, -6

# Single records (already shown). Screens in order: VHR inh abs	CCHFV vOTU inh	MazEF act	PrPC TRFRET	Yp Topo-I inh	TcdB GH inh	BH1578 lux ind	3CLpro inhibitor	SSB-PriA inh	Rv3671c protease
# Nn1c(SCC(=O)Nc2nc3ccccc3s2)nncc1=O is entered as 0	-15	10	2	1	0.9	-0.2	1	4	-10
# CC(=O)Nc1ccc(NC(=O)CSc2ncc(C(=O)Nc3ccccc3)c(=O)n2C)cc1 is entered as .	14	-7	6	3	0.9	0.5	.	-8	-11
# Cc1ccc(OC(=O)c2cccc(S(=O)(=O)N(C)C)c2)c(-n2nc3ccccc3n2)c1 is entered as -6	10	6	-3	24	.	0.4	1	-49	-8
# C=CCC(Nc1ccco1)c1ccccc1 (stereo unspecified) is entered as 18	-5	-8	-6	-10	.	i	-5	3	2

# Next part
# Sequence of screens: VHR inh abs, CCHFV vOTU inh, MazEF act, PrPC TRFRET, Yp Topo-I inh, TcdB GH inh, BH1578 lux ind, 3CLpro inhibitor, SSB-PriA inh, Rv3671c protease
COC(=O)Nc1ccc([N+](=O)[O-])cc1OC
    5, 9, 6, -14, 2, ., -2.6, -1, -14, 0
COC(=O)Cn1c(=NC(=O)C2CC2)sc2c(C)cc(C)cc21
    ., 0, 8, -5, 3, 0.8, 0.3, -2, -14, -2
CC(C)NC(=O)C1CCN(C2CCN(C(=O)c3cc4c(s3)CCCCC4)CC2)CC1
    27, -5, 1, -8, 11, 1.2, i, 3, -9, -5
CNP1(NC)=Nc2nn(-c3ccccc3)c(N)c2C(c2ccccc2)=N1
    12, -12, 6, -5, 0, ., i, 2, -6, 6
CCNc1nc(NCC)n2c(SCC(=O)N(CC)C3CCCCC3)nnc2n1
    4, -1, 6, 1, 2, ., i, 3, -17, -4
O=C(O)CCC1(CCC(=O)O)CCCC(CCC(=O)O)(CCC(=O)O)C1=O
    ., 11, 5, -4, 1, 1.8, -2.9, ., -1, .
COCCn1c(=O)[nH]c(=O)c2c(C(F)(F)F)cc(-c3cccs3)nc21
    -28, -248, 0, -1, 8, ., -2.1, 4, -7, -2
C#CCOCCOCCOCCNc1nc(N2CCN(C(=O)C([C@@H](C)O)n3cc([C@@H](N)CCCCN)nn3)CC2)nc(N2CCN(C(=O)[C@H](CCC(=O)O)n3cc([C@@H](N)CCCCN)nn3)CC2)n1 (stereo partly specified)
    ., 0, 7, 1, -8, -0.7, -1.2, ., -11, 2
CCn1c(CCNC(=O)c2ccc(Cl)cc2Cl)n[nH]c1=S
    29, -12, -12, -4, -1, ., -4.2, 3, 4, 7
CC(C)C(=O)Nc1cccc2nsnc12
    21, 11, -3, -8, 10, 0.8, i, -4, -6, 8
Brc1cccc(OCCCCN2CCCCC2)c1
    -1, -2, 1, -4, 2, ., 0.1, -2, -11, -2
Cc1cc(/C=N/O)c(C)n1-c1ccc(Br)cc1
    -2, -3, -3, 2, 4, -0.3, i, 2, ., 3
CCN(CC)S(=O)(=O)c1ccc(Cl)c(NC(=O)COC(=O)c2cc(-c3ccccc3Cl)nc3ccccc23)c1
    10, 0, -2, -1, 19, -0.1, -0.2, -2, 2, -3
CSc1nc2c([nH]1)c(=S)n(C)c(=O)n2C
    ., 11, 5, 34*, -2, 0.7, i, ., -17, .
CC1(C(=O)Nc2ccccc2)Cc2c(-c3ccc4c(c3)OCO4)ccnc2O1 (stereo unspecified)
    ., 6, ., 3, 24, 0.9, i, ., ., .
COc1ccc(C(=O)N2CCN(c3ncccn3)CC2)cc1[N+](=O)[O-]
    42, 3, 3, -6, -3, 0.1, -0.5, 3, -11, 7
COc1cc(C2=NOC(C(=O)Nc3cc(C)on3)C2)cc(OC)c1OC (stereo unspecified)
    21, 15, 5, -5, -9, 1.1, -0.6, 5, -9, -1
COc1cc2ccccc2cc1C(=O)Nc1ccc(Cl)cn1
    26, -9, 4, 9, 3, -3.7, -0.1, 3, 6, -6
O=C(COc1ccccc1[N+](=O)[O-])NCC1(N2CCCCC2)CCCCC1
    ., 17, 4, -9, -5, 0.1, 0.6, ., 7, -5
O=C(CSc1ccccc1C(=O)NCc1ccccc1)NC1CCCCCCC1
    6, -14, 1, 5, -2, 2.7, -0.2, 0, -6, -2
C[C@H](NC(=O)c1nc[nH]c1C(=O)N[C@@H](CCCCNC(=O)OC(C)(C)C)C(=O)OC(C)(C)C)c1ccccc1
    11, 12, 8, 1, 48, ., -0.6, ., -8, -14
O=C(/C=C/c1ccc(F)cc1)NC(=S)Nc1ccccc1
    21, 2, -25, 7, -1, 0.8, i, 1, -7, .
S=C(NN=C(C1CC1)C1CC1)Nc1ccccc1
    40, 0, -1, 9, 12, ., -3.0, 0, -1, 1
CCOc1ccccc1OCC(=O)OCC(=O)NNC(=O)c1ccc([N+](=O)[O-])cc1
    17, 2, 0, -25, -4, 0.5, -3.6, -4, -14, 0
O=C(NCc1ccccc1CN1CCCC1)C1CCN(C(=O)c2ccc(Cl)cc2)CC1
    ., 8, -6, -8, 13, 0.4, -0.4, ., ., .
Cc1c(Br)c(C(F)(F)F)nn1CC(=O)NCc1ccco1
    12, -6, 4, 1, 0, 1.4, i, 4, -23, 7
CC(C)[C@H](NC(=O)c1ccccc1)C(=O)OCC(=O)Nc1ccc(S(=O)(=O)N2CCOCC2)cc1
    ., -14, 5, -3, 1, 0.0, ., ., -11, 12
CC(C)C[C@H](NC(=O)c1nc[nH]c1C(=O)NCc1ccc(CNC(=O)OC(C)(C)C)cc1)C(=O)OC(C)(C)C
    24, 22, 7, -3, 3, 1.0, -0.9, 14*, 1, -25
C=C(C)c1cccc(C(C)(C)NC(=O)Nc2cccnc2)c1
    18, 0, -1, 3, 1, 0.1, i, -4, -5, -3
COc1ccc(/C=N/NC(=O)CN(C2=NS(=O)(=O)c3ccccc32)c2ccccc2)cc1
    13, 14, 2, -6, 22, ., -0.2, 3, ., -12
COc1ccc(C(CNC(=O)CCNS(=O)(=O)c2ccc(Br)cc2)N2CCCC2)cc1 (stereo unspecified)
    ., 1, 4, -9, -14, -1.2, -5.0, ., -8, .
C/C(Cc1nnn(-c2cc(C)on2)n1)=N\O
    16, -9, 7, -7, -2, 0.3, i, -4, ., -6
Cc1ccc(S(=O)(=O)Cc2ccc(C(=O)O)o2)cc1
    2, -9, 0, -5, -1, -0.2, -5.9, 3, -1, 4
CC1CCCC(NC(=O)COC(=O)c2ccc([N+](=O)[O-])s2)C1C (stereo unspecified)
    ., 66*, -3, -28, 5, 1.6, -2.9, ., 1, -96
CC(C)C(=O)Nc1ccc(NC(=O)c2ccco2)cn1
    20, 4, 9, 3, -2, ., i, 1, -9, -4
COC(=O)[C@@H]1CC[C@@](C)(c2ccc(OC)cc2)C1(C)C
    ., 27, 3, 14, 10, -1.6, -4.0, ., -30, 3
CC(=O)Nc1ccc2nc(NC(=O)c3cccnc3)sc2c1
    22, 9, 2, 4, 1, 0.2, -1.1, -5, -6, -4
COc1ccc(-c2cn[nH]c2-c2ccc(OCc3ccccc3)cc2O)cc1
    12, 1, -1, 4, 2, 0.6, -0.5, -2, -2, -3
CCOc1ccc(-c2c(C(=O)N/N=C/c3ccco3)nnn2-c2nonc2N)cc1
    7, 16, -11, -10, -7, 1.9, i, -4, ., -12
CCCN1CCC(NC(=S)Nc2ccc(C(=O)OCC)cc2)CC1
    40, -7, 5, -11, -2, 0.6, -0.2, -1, -6, -1
CN(c1cccc(Cl)c1)S(=O)(=O)c1cccc(C(=O)Nc2ccc3c(c2)CCC3)c1
    -8, 1, -1, 8, 3, 0.2, i, 5, -11, -117
O=C(NCCc1ccc(Cl)cc1)C1CC(=O)N(CCc2ccccc2)C1 (stereo unspecified)
    2, 14, 0, 3, 5, -0.3, -0.7, -1, -11, -5
Cc1cc(C)c(S(=O)(=O)NCC2CCC(C(=O)N3CCC4(CC3)OCCO4)CC2)c(C)c1 (stereo unspecified)
    33, 5, -6, -4, 26, 2.8, -0.5, -1, -13, 2
Nc1nnc(SC2CC(=O)N(c3ccccc3)C2=O)s1 (stereo unspecified)
    35, 9, 2, -1, 1, ., i, 1, 3, 1
CCOC(=O)C1CCCN(C(=O)C(=O)c2cn(CC(=O)N3CCOCC3)c3ccccc23)C1 (stereo unspecified)
    10, 18, -5, -4, -3, -0.7, i, -3, 2&-1, 2
O=C(COC(=O)c1ccccc1O)Nc1cccc(S(=O)(=O)NC2=NCCCCC2)c1
    -14, -9, -6, 6, -6, -1.3, i, 0, 2, -8
CC(C)N1CCC(N2CCN(C3CCCCC3)CC2CCO)CC1 (stereo unspecified)
    11, -13, 11, -4, 3, 0.6, -0.5, -5, -4, 0
Cc1ccc(C(=O)N2CCN(c3ccccc3)CC2)cc1S(=O)(=O)N1CCCC1
    4, -2, -4, 1, 1, ., -2.8, 1, 6, -4
COc1cc(C(=O)Nc2ccc(S(=O)(=O)Nc3cnc4ccccc4n3)cc2)cc(OC)c1OC
    16, -17, -3, -3, -2, -1.1, i, 5, -1, 3
CCCCn1c(N)c(N(CC(C)C)C(=O)c2cc(Cl)nc3ccccc23)c(=O)[nH]c1=O
    ., -6, -1, -3, -2, 1.7, i, ., -7, 7
COC(=O)c1ccc(/C=N/NC(=O)C(=O)NCc2ccccc2)cc1
    5, 7, -13, 4, 10, 1.6, -1.9, 3, ., -7

# Screens: PubChem BioAssay, several laboratories

# The list is partial; the hit share may differ from the screen's.
